From PubChem
CIT2 TOR yeast: modulators of TOR pathway CIT2-GFP in S. cerevisiae; S. cerevisiae CIT2-GFP strain, flow cytometry, 3 h; 100 means same as DMSO wells; GFP response vs DMSO, % at 10 µM; actives 0.065% (n = 320,000); AID 2029;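 active means GFP response relative to DMSO above a set limit, near the screen mean plus 3 SD, cut at about 150% in these data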;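 further: ratio of well median GFP fluorescence to mean of DMSO wells on the plate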
AGP1 TOR yeast: yeast TOR pathway AGP1-GFP modulation. GFP response vs DMSO, % at 10 µM. S. cerevisiae AGP1-GFP multiplex flow cytometry, 3 h; GFP as percent of DMSO wells. actives 0.02% (n = 320,000). AID 2066;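 active means GFP response relative to DMSO above a set limit, near screen average plus 3 SD, cut at about 150% in these data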;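 further: median GFP channel fluorescence of the gated AGP1 strain per well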
GRK2 aptamer HTS: human GRK2 inhibition via aptamer displacement; bead flow cytometry, FAM-aptamer displacement from GRK2; inhibition of aptamer binding, % at 10 µM; actives 0.59% (n = 330,000); AID 488847;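 active means inhibition of aptamer binding above 40%, roughly 3 SD of noise, on plates passing a quality check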;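 further: median bead fluorescence of bound FAM aptamer so fluorescent compounds give negative values; no value below 0 was filed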
GLD-1 RNA inh: GLD-1-TGE RNA interaction inhibition (C. elegans). Q17339. purified GLD-1 + fluorescein TGE RNA, fluorescence polarization. inhibition, % at 5.96 µM. actives 0.44% (n = 320,000). AID 2280;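 active means percent inhibition above a per-plate cutoff, the plate mean of test compounds plus 3 SD, cut at about 30% in these data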;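 further: 0% = DMSO wells with GLD-1 and probe and 100% = wells lacking GLD-1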
Target sequence (Q17339 whole entry, looked up): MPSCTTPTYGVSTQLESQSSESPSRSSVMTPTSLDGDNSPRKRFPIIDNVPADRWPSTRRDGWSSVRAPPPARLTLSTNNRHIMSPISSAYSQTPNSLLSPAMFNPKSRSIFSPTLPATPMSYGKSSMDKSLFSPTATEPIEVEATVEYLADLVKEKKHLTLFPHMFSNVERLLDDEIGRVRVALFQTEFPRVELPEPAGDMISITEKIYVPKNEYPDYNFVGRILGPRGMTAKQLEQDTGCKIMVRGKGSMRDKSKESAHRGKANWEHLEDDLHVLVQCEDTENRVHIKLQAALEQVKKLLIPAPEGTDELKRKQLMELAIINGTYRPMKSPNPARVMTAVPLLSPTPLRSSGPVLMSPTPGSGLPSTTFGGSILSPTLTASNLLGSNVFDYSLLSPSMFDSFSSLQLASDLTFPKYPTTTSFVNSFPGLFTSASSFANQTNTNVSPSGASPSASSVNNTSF
Fam108B inh: blocks mouse Fam108B hydrolase in RBBP9 counter-screen; recombinant Fam108B, FP-Rh probe fluorescence polarization; inhibition, % at 9.51 µM; actives 0.33% (n = 300,000);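 active means inhibition above the screen mean inhibition plus 3 SD, computed separately per campaign, cut at about 18% in these data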;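 further: inhibitors lower polarization as less probe binds the enzyme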
BCLXL inh: inhibitors of human Bcl-xL; inhibition, % at 10.9 µM; actives 0.7% (n = 320,000); Q07817; GST-Bcl-xL / FITC-Bim BH3 peptide fluorescence polarization;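 active means inhibition above the mean of all tested compounds plus 3 SD, cutoff set per campaign, cut at about 30% in these data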;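 further: 0% = DMSO wells and 100% = unlabeled Bim-BH3 peptide competitor; inhibitors lower millipolarization by displacing the labeled peptide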
Target sequence (Q07817 whole entry, looked up): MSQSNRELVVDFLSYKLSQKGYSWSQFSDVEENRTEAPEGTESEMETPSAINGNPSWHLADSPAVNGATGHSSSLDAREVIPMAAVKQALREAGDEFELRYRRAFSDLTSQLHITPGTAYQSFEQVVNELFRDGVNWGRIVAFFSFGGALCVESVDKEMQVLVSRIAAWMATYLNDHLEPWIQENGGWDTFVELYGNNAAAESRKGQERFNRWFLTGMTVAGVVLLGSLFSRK
MEX-5 binding: C. elegans MEX-5 TCR-2 RNA binding activity; MEX-5/FITC-TCR2 RNA binding, fluorescence polarization; stronger effect = lower value; activity score (negative = inhibition of binding), % at 10 µM; actives 0.38% (n = 300,000);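 active means inhibition past about -25% in most replicates, and total fluorescence under double the plate's negative control median, limit read from the data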;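 further: 0% = DMSO and -100% = 5 µM competing unlabeled TCR2 RNA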
MCL1 BIM primary: disrupts human MCL1 binding to BIM-BH3 peptide; Q07820; GST-MCL1 / FITC-Bim-BH3 fluorescence polarization; inhibition, % at 10.9 µM; actives 0.68% (n = 320,000);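 active means inhibition above the mean inhibition of all tested compounds plus 3 SD, set per campaign, cut at about 40% in these data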;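 further: 0% = DMSO wells and 100% = unlabeled Bim-BH3 peptide control; higher means more loss of mP so more displacement of Bim peptide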
Target sequence (Q07820 whole entry, looked up): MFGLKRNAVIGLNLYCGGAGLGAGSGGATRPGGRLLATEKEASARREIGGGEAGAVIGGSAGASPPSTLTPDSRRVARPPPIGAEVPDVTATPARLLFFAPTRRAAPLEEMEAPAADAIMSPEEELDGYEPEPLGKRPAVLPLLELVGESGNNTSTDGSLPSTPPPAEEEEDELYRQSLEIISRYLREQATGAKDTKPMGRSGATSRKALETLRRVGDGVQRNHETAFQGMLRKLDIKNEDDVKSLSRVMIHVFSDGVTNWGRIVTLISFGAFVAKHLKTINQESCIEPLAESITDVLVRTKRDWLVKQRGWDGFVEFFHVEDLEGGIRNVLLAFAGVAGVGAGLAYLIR
VLA-4 inh: inhibition in a human VLA-4 binding assay; actives 0.2% (n = 330,000); VLA-4 expressing cells, ligand binding flow cytometry; inhibition, % (about 7 µM as worked out from the volumes in the protocol); AID 2557; in the data active means inhibition above about 50%
Numbers without * were called inactive.

What do the screens show for `CCOc1ccc(OCc2cccc(C(=O)N3CCCCCC3)c2)cc1`?
CIT2 TOR yeast: 99; AGP1 TOR yeast: 106; GRK2 aptamer HTS: 3; GLD-1 RNA inh: 2; Fam108B inh: -1; BCLXL inh: 0; MEX-5 binding: 0.6; MCL1 BIM primary: 9; VLA-4 inh: 15

How did CCCc1[nH]nc2c1C(c1ccc(OC)cc1OC)C(C#N)=C(N)O2 (centres undefined) do in these assays?
CIT2 TOR yeast: 87; AGP1 TOR yeast: 93; GRK2 aptamer HTS: 1; GLD-1 RNA inh: 4; Fam108B inh: 3; BCLXL inh: 6; MEX-5 binding: 0.4; MCL1 BIM primary: 16; VLA-4 inh: 32

What do the screens show for `CC1CN(C(C)C(=O)NC(c2ccccc2)c2ccccc2)CC(C)O1` (centres undefined)?
CIT2 TOR yeast: 99; AGP1 TOR yeast: 102; GRK2 aptamer HTS: 1; GLD-1 RNA inh: -3; Fam108B inh: -1; BCLXL inh: 1; MEX-5 binding: 0.3; MCL1 BIM primary: 5; VLA-4 inh: 3

Results for Cc1ccc(-n2ncc3c(N4CCC5(CC4)OCCO5)ncnc32)c(C)c1 ?
CIT2 TOR yeast: 95; AGP1 TOR yeast: 102; GRK2 aptamer HTS: 0; GLD-1 RNA inh: -6; Fam108B inh: 1; BCLXL inh: 0; MEX-5 binding: -1.5; MCL1 BIM primary: 1; VLA-4 inh: 23

Results for CCOC(=O)N1CCN(Cc2nc3c(c(=O)[nH]c(=O)n3C)n2Cc2ccccc2C)CC1 ?
CIT2 TOR yeast: 113; AGP1 TOR yeast: 108; GRK2 aptamer HTS: 1; GLD-1 RNA inh: -7; Fam108B inh: 3; BCLXL inh: -2; MEX-5 binding: -0.2; MCL1 BIM primary: -3; VLA-4 inh: 4

Results for Cc1nn(-c2ccccc2)c(Cl)c1/C=N/Nc1nc2ccccc2[nH]1 ?
CIT2 TOR yeast: 100; AGP1 TOR yeast: 99; GRK2 aptamer HTS: 25; GLD-1 RNA inh: 0; Fam108B inh: 3; BCLXL inh: -6; MEX-5 binding: -0.4; MCL1 BIM primary: -6; VLA-4 inh: 9

How did O=C(CCNS(=O)(=O)c1ccccc1)N1CCC(Cc2ccccc2)CC1 do in these assays?
CIT2 TOR yeast: 99; AGP1 TOR yeast: 96; GRK2 aptamer HTS: 8; GLD-1 RNA inh: 0; Fam108B inh: -1; BCLXL inh: 0; MEX-5 binding: 3.1; MCL1 BIM primary: 3; VLA-4 inh: -7

Results for CCn1cc(CN2CCC(n3nccc3NC(=O)c3ccccc3C)CC2)cn1 ?
CIT2 TOR yeast: 102; AGP1 TOR yeast: 98; GRK2 aptamer HTS: 1; GLD-1 RNA inh: 6; Fam108B inh: -3; BCLXL inh: 5; MEX-5 binding: -4.7; MCL1 BIM primary: 10; VLA-4 inh: 6

What do the screens show for `C[N+]1(CC(=O)Nc2ccccc2Cl)CCN(C(=O)c2cccs2)CC1`?
CIT2 TOR yeast: 102; AGP1 TOR yeast: 101; GRK2 aptamer HTS: 0; GLD-1 RNA inh: 1; Fam108B inh: 4; BCLXL inh: 4; MEX-5 binding: 0.6; MCL1 BIM primary: 5; VLA-4 inh: 2

What do the screens show for `Cc1ccc2nsnc2c1N`?
CIT2 TOR yeast: 89; AGP1 TOR yeast: 92; GRK2 aptamer HTS: 0; GLD-1 RNA inh: -1; Fam108B inh: 4; BCLXL inh: 3; MEX-5 binding: -1.0; MCL1 BIM primary: 2; VLA-4 inh: 5

How did COc1ccccc1NC(=O)c1ccc(NC(=O)CSc2nc(N)cc(=O)[nH]2)cc1 do in these assays?
CIT2 TOR yeast: 96; AGP1 TOR yeast: 93; GRK2 aptamer HTS: 5; GLD-1 RNA inh: 5; BCLXL inh: 1; MCL1 BIM primary: 0; VLA-4 inh: 17

What do the screens show for `COc1ccc(OC)c(Nc2cc(C)nc3ccccc23)c1`?
CIT2 TOR yeast: 90; AGP1 TOR yeast: 99; GRK2 aptamer HTS: 0; GLD-1 RNA inh: -7; Fam108B inh: 2; BCLXL inh: 0; MEX-5 binding: -0.7; MCL1 BIM primary: -2; VLA-4 inh: 22

What do the screens show for `O=C1CC(c2cccs2)Cc2nc(NC(=O)C3CC3)ncc21` (centres undefined)?
CIT2 TOR yeast: 100; AGP1 TOR yeast: 105; GRK2 aptamer HTS: 1; GLD-1 RNA inh: -1; Fam108B inh: 0; BCLXL inh: 1; MEX-5 binding: -2.5; MCL1 BIM primary: -8; VLA-4 inh: 4

What do the screens show for `O=C(CNC(=O)c1ccc(Br)cc1)NCCc1nc2ccccc2[nH]1`?
CIT2 TOR yeast: 103; GRK2 aptamer HTS: 0; GLD-1 RNA inh: 12; Fam108B inh: 2; BCLXL inh: 5; MEX-5 binding: 1.6; MCL1 BIM primary: 6; VLA-4 inh: 4

What do the screens show for `COc1ccccc1N(C(=O)CN1C(=O)c2ccccc2S1(=O)=O)C(C(=O)NCC1CCCO1)c1ccc(F)cc1` (centres undefined)?
CIT2 TOR yeast: 105; AGP1 TOR yeast: 101; GRK2 aptamer HTS: 0; GLD-1 RNA inh: 4; Fam108B inh: -1; BCLXL inh: 2; MEX-5 binding: -0.8; MCL1 BIM primary: -4; VLA-4 inh: 9

Results for O=S(=O)(NCCc1cn2ccccc2n1)c1ccc(-c2ccccc2)cc1 ?
CIT2 TOR yeast: 106; AGP1 TOR yeast: 106; GRK2 aptamer HTS: 4; GLD-1 RNA inh: -1; Fam108B inh: 7; BCLXL inh: 8; MEX-5 binding: -0.6; MCL1 BIM primary: 12; VLA-4 inh: -17

How did Cc1cccc(NC(=O)c2ccc(COc3ccccc3[N+](=O)[O-])o2)n1 do in these assays?
CIT2 TOR yeast: 96; AGP1 TOR yeast: 91; GRK2 aptamer HTS: 0; GLD-1 RNA inh: -61; Fam108B inh: 2; BCLXL inh: -42; MEX-5 binding: 1.4; MCL1 BIM primary: -55; VLA-4 inh: 1

Results for COc1ccccc1CNC(=O)COC(=O)c1ccccn1 ?
CIT2 TOR yeast: 101; AGP1 TOR yeast: 109; GRK2 aptamer HTS: 0; GLD-1 RNA inh: -2; Fam108B inh: 2; BCLXL inh: -3; MEX-5 binding: 1.6; MCL1 BIM primary: -4; VLA-4 inh: 0

How did CC[C@@H]1C=C(C(=O)O)[C@H](c2ccc(Br)cc2)N1S(=O)(=O)c1ccc(C)cc1 do in these assays?
CIT2 TOR yeast: 94; AGP1 TOR yeast: 104; GRK2 aptamer HTS: 0; GLD-1 RNA inh: -4; VLA-4 inh: 29

Results for C#Cc1ccc([C@@H]2C=C(C(=O)N3CCN(Cc4ccccc4)CC3)O[C@H](OCCCCO)C2)cc1 ?
CIT2 TOR yeast: 96; AGP1 TOR yeast: 98; GRK2 aptamer HTS: 4; GLD-1 RNA inh: -5; Fam108B inh: -3; BCLXL inh: 10; MEX-5 binding: -1.6; MCL1 BIM primary: 13; VLA-4 inh: -7

What do the screens show for `COc1cccc(NS(=O)(=O)c2csc(C(N)=O)c2)c1`?
CIT2 TOR yeast: 100; AGP1 TOR yeast: 95; GRK2 aptamer HTS: 4; GLD-1 RNA inh: 4; Fam108B inh: 6; BCLXL inh: 3; MEX-5 binding: 1.2; MCL1 BIM primary: -2; VLA-4 inh: 6

Results for O=c1c(-c2n[nH]c(=S)n2-c2ccccc2)cccn1Cc1cccc(Cl)c1 ?
CIT2 TOR yeast: 105; AGP1 TOR yeast: 101; GRK2 aptamer HTS: 3; GLD-1 RNA inh: 1; Fam108B inh: -4; BCLXL inh: -4; MEX-5 binding: -0.1; MCL1 BIM primary: -14; VLA-4 inh: 11

Results for O=C(c1cc2c(s1)CCCC2)N1CCN(C(=O)C2CCCO2)CC1 (centres undefined) ?
CIT2 TOR yeast: 94; AGP1 TOR yeast: 96; GRK2 aptamer HTS: 0; GLD-1 RNA inh: 6; Fam108B inh: -6; BCLXL inh: 1; MEX-5 binding: 2.1; MCL1 BIM primary: 1; VLA-4 inh: 3

What do the screens show for `CCc1ccc(Nc2ccc(C(=O)O)cc2[N+](=O)[O-])cc1`?
CIT2 TOR yeast: 90; AGP1 TOR yeast: 86; GRK2 aptamer HTS: 2; GLD-1 RNA inh: -1; Fam108B inh: 3; BCLXL inh: 5; MEX-5 binding: -1.9; MCL1 BIM primary: -1; VLA-4 inh: 3

How did O=C(Nc1nccs1)c1ccc(N2C(=O)C3CCCCC3C2=O)cc1 (centres undefined) do in these assays?
CIT2 TOR yeast: 100; AGP1 TOR yeast: 109; GRK2 aptamer HTS: 0; GLD-1 RNA inh: 5; Fam108B inh: 1; BCLXL inh: 7; MCL1 BIM primary: 5; VLA-4 inh: 17

What do the screens show for `COc1ccccc1N(C)S(=O)(=O)c1ccc(C(=O)OCC(=O)NCc2ccco2)cc1`?
CIT2 TOR yeast: 100; AGP1 TOR yeast: 107; GRK2 aptamer HTS: 1; GLD-1 RNA inh: 2; Fam108B inh: 3; BCLXL inh: 1; MEX-5 binding: 1.7; MCL1 BIM primary: 3; VLA-4 inh: 4

What do the screens show for `COc1cc2c(cc1OC)/C(=C/C(=O)c1ccc(NC(C)=O)cc1)NCC2`?
CIT2 TOR yeast: 93; AGP1 TOR yeast: 89; GRK2 aptamer HTS: 1; GLD-1 RNA inh: 10; Fam108B inh: -10; BCLXL inh: 2; MEX-5 binding: 2.0; MCL1 BIM primary: -3; VLA-4 inh: 5

How did CNC(=O)Cn1ncc2c(C)n(Cc3ccc(C)cc3)c(C)c2c1=O do in these assays?
CIT2 TOR yeast: 107; AGP1 TOR yeast: 111; GRK2 aptamer HTS: 1; GLD-1 RNA inh: 6; Fam108B inh: -2; BCLXL inh: 3; MEX-5 binding: -1.8; MCL1 BIM primary: 1; VLA-4 inh: -2

Results for COc1ccc(OC)c(C=NNC(=O)c2ccccc2NS(=O)(=O)c2cccs2)c1 ?
CIT2 TOR yeast: 87; AGP1 TOR yeast: 99; GRK2 aptamer HTS: 0; GLD-1 RNA inh: 6; VLA-4 inh: 14

Four neighbouring entries from above, quoted:
What do the screens show for `COc1ccccc1N(C)S(=O)(=O)c1ccc(C(=O)OCC(=O)NCc2ccco2)cc1`?
CIT2 TOR yeast: 100; AGP1 TOR yeast: 107; GRK2 aptamer HTS: 1; GLD-1 RNA inh: 2; Fam108B inh: 3; BCLXL inh: 1; MEX-5 binding: 1.7; MCL1 BIM primary: 3; VLA-4 inh: 4

What do the screens show for `COc1cc2c(cc1OC)/C(=C/C(=O)c1ccc(NC(C)=O)cc1)NCC2`?
CIT2 TOR yeast: 93; AGP1 TOR yeast: 89; GRK2 aptamer HTS: 1; GLD-1 RNA inh: 10; Fam108B inh: -10; BCLXL inh: 2; MEX-5 binding: 2.0; MCL1 BIM primary: -3; VLA-4 inh: 5

How did CNC(=O)Cn1ncc2c(C)n(Cc3ccc(C)cc3)c(C)c2c1=O do in these assays?
CIT2 TOR yeast: 107; AGP1 TOR yeast: 111; GRK2 aptamer HTS: 1; GLD-1 RNA inh: 6; Fam108B inh: -2; BCLXL inh: 3; MEX-5 binding: -1.8; MCL1 BIM primary: 1; VLA-4 inh: -2

Results for COc1ccc(OC)c(C=NNC(=O)c2ccccc2NS(=O)(=O)c2cccs2)c1 ?
CIT2 TOR yeast: 87; AGP1 TOR yeast: 99; GRK2 aptamer HTS: 0; GLD-1 RNA inh: 6; VLA-4 inh: 14
